High-throughput results as filed in PubChem.
Pol beta inh: qHTS Assay for Inhibitors of DNA Polymerase Beta | Potency, µM (top dose mostly 114 µM), inactives show at the top dose activity change, negative = inhibition, hits mostly inhibitors | Pol beta primer extension/strand displacement, fluorescence kinetic | 1.3% of 340,000 active | AID 485314, 2010 | P06746; note: % is set by controls: 0 for no effect and ±100 for the full control effect
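10 nM enzyme + cpd, 15 min RT; start with substrate 50 nM final; read 0 min and after 10 min RT. Corrected, normalized data; 4-parameter Hill curve fit.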
BAZ2B block: qHTS Assay for Inhibitors of BAZ2B | AID 504333, 2011 | Bromodomain adjacent to zinc finger domain protein 2B (Homo sapiens), Q9UIF8 | 4.4% of 360,000 active | Potency, µM (series often up to 114 µM), for inactives: at the top dose activity change, negative = inhibition, hits mostly inhibitors | AlphaScreen BAZ2B-H3K14Ac peptide displacement; note: % is set by controls: 0 for no effect and ±100 for the full control effect; nearly all actives have a fitted effect of over 60% in size
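AlphaScreen luminescence quantifies BAZ2B engagement of H3K14Ac peptide; the protein and biotinylated peptide are both at 50 nM final, buffer PBS pH 7.4 with 0.01% Tween-20, all steps at room temperature.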
Pol kappa inh: qHTS for Inhibitors of Polymerase Kappa; DNA polymerase kappa (Homo sapiens), Q9UBT6; purified Pol kappa, fluorescent DNA synthesis assay, 10 min; Potency, µM (highest dose often 107 µM), for inactives: at the highest dose activity, negative = inhibition, actives largely listed as inhibitors; 0.53% of 400,000 active; note: % is set by controls: 0 for no effect and ±100 for the full control effect
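Here, compound and 10 nM enzyme are combined for 15 min at room temperature; adding 50 nM substrate (final) starts DNA synthesis, tracked by fluorescence at 0 and 10 min against buffer-only wells.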
G9a block: qHTS Assay for Inhibitors of Histone Lysine Methyltransferase G9a | AID 504332, 2011 | 8.8% of 350,000 active | G9a H3K9 monomethylation, AlphaScreen, 2 h | Histone-lysine N-methyltransferase EHMT2 (Homo sapiens), Q96KQ7 | Potency, µM (highest dose often 102 µM), for the others: at the highest dose activity, negative = inhibition, usual class: inhibitors; note: % is set by controls: 0 for no effect and ±100 for the full control effect; nearly all actives have a fitted effect of over 75% in size
Target sequence (Q96KQ7 913-1193 limits assumed): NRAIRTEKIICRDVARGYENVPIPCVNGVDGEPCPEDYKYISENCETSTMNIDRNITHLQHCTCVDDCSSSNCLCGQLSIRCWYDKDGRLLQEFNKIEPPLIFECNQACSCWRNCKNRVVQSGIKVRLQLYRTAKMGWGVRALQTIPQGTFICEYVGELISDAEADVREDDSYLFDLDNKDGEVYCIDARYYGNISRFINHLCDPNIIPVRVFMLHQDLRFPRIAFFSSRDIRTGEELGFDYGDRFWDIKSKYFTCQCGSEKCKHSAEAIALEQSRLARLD
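Enzyme 20 nM + cpd, 15 min RT; add b-H3K9 pep 500 nM / SAM 20 uM; 2 h RT; anti-H3K9me1 Ab 0.5 ug/mL + SA donor / anti-rabbit acceptor beads 20 ug/mL each, 10 min; AlphaScreen read.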
Pol eta inh: qHTS for Inhibitors of Polymerase Eta. recombinant Pol eta, fluorescent DNA replication assay. 1.2% of 390,000 active. Potency, µM (titrated, usually from 114 µM), for inactives: top-dose activity change, negative = inhibition, most hits filed as inhibitors. DNA polymerase eta (Homo sapiens), Q9Y253. AID 588591, 2011; note: % is set by controls: 0 for no effect and ±100 for the full control effect
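Pol eta at 10 nM preincubated with compounds 15 min at room temperature; reaction started with fluorescent substrate (50 nM final) and read kinetically at 0 and 10 min.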
Anesthetic bind: qHTS Assay for Identification of Novel General Anesthetics; Ferritin light chain (Equus caballus), P02791; apoferritin/1-aminoanthracene competitive binding, fluorescence; Potency, µM (titrated, usually from 77.5 µM), inactives show at the top dose activity change, negative = displacement, actives largely listed as inhibitors; 0.074% of 350,000 active; note: % is set by controls: 0 for no effect and ±100 for the full control effect; nearly all actives have a fitted effect of over 20% in size
Target sequence (P02791 2-175 limits assumed): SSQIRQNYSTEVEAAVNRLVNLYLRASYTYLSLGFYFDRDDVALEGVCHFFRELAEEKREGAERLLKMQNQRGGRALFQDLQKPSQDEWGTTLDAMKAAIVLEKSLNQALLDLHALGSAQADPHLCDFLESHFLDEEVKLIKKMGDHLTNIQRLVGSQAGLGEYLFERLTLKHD
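Read-out: endpoint 1-AMA fluorescence, excitation 380 nm and emission 535 nm, after compounds sit 10 min at room temperature with 10 uM horse-spleen apoferritin in 50% saturated 1-AMA/PBS. Values come from four-parameter Hill fits.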
POLI inh: qHTS for Inhibitors of Polymerase Iota. Potency, µM (top dose mostly 115 µM), for the others: at the highest dose activity, negative = inhibition, most hits filed as inhibitors. 1% of 390,000 active. Pol iota fluorescent replication assay, 10 min. DNA polymerase iota (Homo sapiens), Q9UNA4
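Fluorescent replication assay read twice, at 0 min and 10 min after adding 50 nM (final) substrate. Enzyme (10 nM) and compounds were first incubated 15 min at room temperature; enzyme-free buffer wells were negative controls.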
APEX1 inh: qHTS Assay for Inhibitors of the Human Apurinic/apyrimidinic Endonuclease 1 (APE1); DNA repair nuclease/redox regulator APEX1 (Homo sapiens), P27695; recombinant APE1, TAMRA/BHQ-2 abasic DNA cleavage fluorescence; Potency, µM (doses to about 65.8 µM), inactives show at the top dose activity change, negative = inhibition, actives largely listed as inhibitors; 0.35% of 350,000 active;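 note: plate controls were vehicle for no effect and reference inhibitor for full effect; nearly all actives have a fitted effect of over 55% in size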
Target sequence (P27695 whole entry, looked up): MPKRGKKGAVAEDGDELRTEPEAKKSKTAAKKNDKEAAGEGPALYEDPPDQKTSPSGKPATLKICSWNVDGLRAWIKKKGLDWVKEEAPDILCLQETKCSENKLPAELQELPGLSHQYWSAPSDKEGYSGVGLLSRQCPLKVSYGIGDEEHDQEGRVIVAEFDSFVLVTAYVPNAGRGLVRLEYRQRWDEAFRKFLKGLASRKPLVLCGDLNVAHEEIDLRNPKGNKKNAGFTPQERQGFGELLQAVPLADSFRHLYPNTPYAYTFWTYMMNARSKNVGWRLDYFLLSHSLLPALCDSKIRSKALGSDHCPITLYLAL
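Substrate: short duplex with […] THF abasic site, 5'-TAMRA and 3'-BHQ-2, 50 nM final. APE1 at 0.75 nM, preincubated 15 min RT with compound. Fluorescence increase from first to third read measured activity.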
BLM helicase inh: qHTS Assay for Inhibitors of Bloom's syndrome helicase (BLM) | RecQ-like DNA helicase BLM (Homo sapiens), P54132 | recombinant BLM DNA unwinding, fluorescence dequenching | Potency, µM (highest dose often 56.1 µM), inactives show at the highest dose activity change, negative = inhibition, hits mostly inhibitors | 0.2% of 350,000 active | AID 2528, 2010;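 note: plate controls were vehicle for no effect and no enzyme for full effect; nearly all actives have a fitted effect of over 35% in size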
The depositor's hits bear a star; ? = inconclusive; . = no result given; & = joins results of further samples; [ ] = dose if it differs, or a comment. Calls come from the whole dose curve; as a rule, active = well fitted curve in the direction sought with a large enough effect; inconclusive = small, poorly fitted or top-dose-only effect, or another doubt; inactive = no such curve, though single readings can be large; an effect the other way counts as inactive or inconclusive. Potency is the fitted concentration of half-maximal effect.

Start of the listing, in advance, 11 compounds:
SMILES	Pol beta inh	BAZ2B block	Pol kappa inh	G9a block	Pol eta inh	Anesthetic bind	POLI inh	APEX1 inh	BLM helicase inh
C/C(=N/N1CCN(Cc2ccccc2)CC1)c1ccc(Br)cc1	10%	-38%	-22%	-8%	-4%	-18%	-11%	-8%	-23%
O=[N+]([O-])c1ccc(Cl)c(NC2=NCCCCC2)c1	-22%	-10%	0%	-9%	-19%	-11%	22%	9%	-2%
CCCCOC(=O)Nc1ccccc1C(=O)N1CCCC1	15%	0%	-4%	13%	-19%	-12%	30%	4%	1%
O=C(CCS(=O)(=O)c1cc2c3c(c1)CCN3C(=O)CC2)NCc1ccc(Cl)cc1	21%	-10%	25%	12%[59 µM]	-8%	-6%	8%	.	0%
CC1CN(C(=O)CCC(=O)NCCc2ccccc2)c2ccccc2O1 (stereo unspecified)	15%	-5%	-5%	.	1%	-14%	19%	13%	-1%
COc1ccc(F)cc1C(=O)C1CCCN(C(=O)c2ocnc2C)C1 (stereo unspecified)	6%	-15%	-9%	.	-21%	-8%	31%[activator]	22%	-3%
CCOc1ccc(C2NC(=O)C(C#N)=C(S)N2c2ccc(OC)cc2)cc1OC (stereo unspecified)	2%	10%	-2%	?	-3%	-15%	?	-4%	0%
CC1(C(=O)Nc2cccc(Br)c2)Cc2ccccc2C(=O)O1 (stereo unspecified)	8%	3%	-3%	7%[59 µM]	-10%	?	1%	.	-6%
COc1ccc(-c2nc3cc(C)ccn3c2NC(=O)c2ccc(F)cc2)cc1	-19%	-23%	-16%	?	-11%	-10%	-10%	.	-2%
CCN1CCN(c2sc(S(C)(=O)=O)nc2S(=O)(=O)c2ccc(Cl)cc2)CC1	4%	-2%	5%	?	-18%	-10%	2%	74%[activator]	0%
COc1ccc(CNC(=O)c2nc(SCc3ccccc3F)ncc2Cl)cc1	43%	3%	-11%	-10%[59 µM]	13%	7%	-23%	.	-2%

The listing, from the start:
SMILES	Pol beta inh	BAZ2B block	Pol kappa inh	G9a block	Pol eta inh	Anesthetic bind	POLI inh	APEX1 inh	BLM helicase inh
C/C(=N/N1CCN(Cc2ccccc2)CC1)c1ccc(Br)cc1	10%	-38%	-22%	-8%	-4%	-18%	-11%	-8%	-23%
O=[N+]([O-])c1ccc(Cl)c(NC2=NCCCCC2)c1	-22%	-10%	0%	-9%	-19%	-11%	22%	9%	-2%
CCCCOC(=O)Nc1ccccc1C(=O)N1CCCC1	15%	0%	-4%	13%	-19%	-12%	30%	4%	1%
O=C(CCS(=O)(=O)c1cc2c3c(c1)CCN3C(=O)CC2)NCc1ccc(Cl)cc1	21%	-10%	25%	12%[59 µM]	-8%	-6%	8%	.	0%
CC1CN(C(=O)CCC(=O)NCCc2ccccc2)c2ccccc2O1 (stereo unspecified)	15%	-5%	-5%	.	1%	-14%	19%	13%	-1%
COc1ccc(F)cc1C(=O)C1CCCN(C(=O)c2ocnc2C)C1 (stereo unspecified)	6%	-15%	-9%	.	-21%	-8%	31%[activator]	22%	-3%
CCOc1ccc(C2NC(=O)C(C#N)=C(S)N2c2ccc(OC)cc2)cc1OC (stereo unspecified)	2%	10%	-2%	?	-3%	-15%	?	-4%	0%
CC1(C(=O)Nc2cccc(Br)c2)Cc2ccccc2C(=O)O1 (stereo unspecified)	8%	3%	-3%	7%[59 µM]	-10%	?	1%	.	-6%
COc1ccc(-c2nc3cc(C)ccn3c2NC(=O)c2ccc(F)cc2)cc1	-19%	-23%	-16%	?	-11%	-10%	-10%	.	-2%
CCN1CCN(c2sc(S(C)(=O)=O)nc2S(=O)(=O)c2ccc(Cl)cc2)CC1	4%	-2%	5%	?	-18%	-10%	2%	74%[activator]	0%
COc1ccc(CNC(=O)c2nc(SCc3ccccc3F)ncc2Cl)cc1	43%	3%	-11%	-10%[59 µM]	13%	7%	-23%	.	-2%
O=C(COc1ccccc1)N[C@@H]1c2ccccc2CC[C@H]1OCc1ccccc1	.	.	-12%	.	-11%	.	-12%	-21%	.
O=C(c1ccccc1)c1ccc(-n2ccnc2)c([N+](=O)[O-])c1	13%	-23%	-19%	17%	-1%	-5%	11%	35%	-2%
CCCCn1c(N)c(N(CCOC)C(=O)c2ccc(Cl)c(S(=O)(=O)N3CCCC3)c2)c(=O)[nH]c1=O	29%	-12%	3%	11%	-19%	-9%	23%	1%	-1%
O=C(CNC1CCCCC1)NN=C(c1ccccc1)c1ccccc1	9%	-9%	-11%	7%[59 µM]	-17%	-14%	168%[activator]	20%	-5%
COC(=O)c1[nH]c2c(c1C)C(=O)CC(c1ccc(C)cc1)C2 (stereo unspecified)	32%	-9%	3%	4%[59 µM]	?	-12%	17%	3%	2%
O=C(O)COc1c(F)c(F)c(C(F)(F)F)c(F)c1F	63%	-5%	5%	?	-16%	-19%	20%	2%	-2%
Cc1ccc(C)c(-n2cc(CN3CCNC(=O)CC3)c(-c3ccccc3)n2)c1	?	-30%	-9%	?	-7%	-15%	6%	1%	-2%
O=C(O)CCCC(=O)Nc1ccc(OCc2nc3ccccc3s2)cc1	0%	?	-7%	3.2µM*	2%	-9%	-4%	-8%	1%
CCOc1ccc(C2CC(=O)n3nc(C45CC6CC(CC(C6)C4)C5)nc3S2)cc1OC (stereo unspecified)	2%	-3%	8%	-6%[2.33 µM]	4%	-20%	12%	-5%	-1%
COc1ccc(C)cc1NC(=O)C(OC(=O)CNC(=O)c1ccc(Br)cc1)c1ccccc1 (stereo unspecified)	-2%	-2%	-2%	5%[59 µM]	-17%	-2%	-13%	-4%	-10%
COc1ccc(-c2nnc(NC(=O)CS(=O)(=O)c3ccc(F)cc3)o2)cc1	.	?	-1%	2%	-9%	.	5%	-9%	.
CC1(C)CC(=O)c2cn3ncnc3nc2C1	42%	3%	-8%	-3%[12.7 µM]	-20%	-6%	6%[58.9 µM]	1%	-2%
CCc1ccc2oc(C(=O)N3CCN(c4ccc(OC)cc4)CC3)cc(=O)c2c1	-9%	-13%	-7%	?	-3%	-10%	121%[activator]	13%	-7%
COc1cc(NC(=O)c2cc3cc4ccc(OC)c(Cl)c4nc3s2)cc(OC)c1	1%	-1%	-13%[60.1 µM]	0%[59 µM]	-6%	5%	34%[activator]	.	-1%
O=C1CCCc2c1cc(C(=O)Nc1ccc(Br)cn1)c(=O)n2-c1ccccc1	2%	-4%	-6%	-38%[12.7 µM]	5%	3%	?	13%	-6%
CC1CCN(Cc2nnnn2CCCC(=O)NCC(C)(C)N2CCOCC2)CC1	25%	-17%	8%	49%	9%	-5%	33%[activator]	51%	0%
O=[N+]([O-])c1ccc2c(c1)N([O-])C1(CCCCC1)[N+]2=O	-2%	40µM*	?	.	22µM*	-6%	11µM*	-5%	-14%
O=C1Oc2ccccc2C(=O)/C1=C\N1CCN(c2ccccc2)CC1	29%	-19%	-10%	-29%	-12%	-3%	135%[activator]	2%	-2%
O=C(Nc1ccc(Cl)cc1F)c1cccc2ccccc12	-25%	-14%	-7%	-2%	-7%	-11%	28%	-1%	-1%
CCOc1ccc(S(=O)(=O)/N=C(/Nc2ccc(OC)cc2)c2ccccc2)cc1	-1%	-17%	-19%	20%	-7%	-22%	14%	-6%	-6%
C=CCc1cccc(/C=N/n2cnnc2)c1O	-1%	-21%	-30%	-46%[59 µM]	6%	3%	20%	-10%	0%
CN(C)c1ccc(CNC(=O)C2CCN(Cc3cc4ccccc4n3Cc3ccccc3)CC2)cc1	0%	3.5µM*	0%[60.1 µM]	11µM*	-15%	-1%	-3%	.	-8%
CCc1ccccc1NC(=O)C1CCC(CNS(=O)(=O)c2ccc3c(c2)CC(C)N3C(C)=O)CC1 (stereo unspecified)	5%	-37%	9%	0%[59 µM]	-11%	40%[activator]	5%	.	-2%
COc1ccc(C(=O)C2CCCN(Cc3ccc(NC(C)=O)cc3)C2)cc1OC (stereo unspecified)	5%	5%	2%	33%	-13%	-2%	-5%	-27%	4%
COc1cccc(CNC(=O)N2CCC(CN3CCC(C)CC3)CC2)c1	1%	2%	-9%[60.1 µM]	4%[59 µM]	-21%	-3%	33%[activator]	.	1%
CCOC(=O)c1oc2cc(O)ccc2c(=O)c1-c1ccccc1OC	10%	-7%	-6%	-4%[59 µM]	-7%	-9%	-6%	-8%	-3%
CC(=O)NNC(=O)c1[nH]c2ccc(Br)cc2c1-c1ccccc1	-12%	-1%	4%	-10%	-10%	53%[activator]	15%	15%	-7%
Cc1noc(C)c1COc1ccc(C(=O)Nc2ccccn2)cc1	35%	-24%	0%	1%	-16%	-12%	45%[activator]	17%	-2%
O=C(Nn1cnnc1)c1cc(Br)ccc1Cl	1%	2%	-14%	?	-12%	3%	3%	5%	0%
O=C(CSc1nc(-c2ccc(F)cc2)nc2c1Cc1ccccc1O2)Nc1cccc(C(=O)O)c1	2.8µM*	7.9µM*	8.9µM*	7.9µM*	10µM*	-3%&-3%	5.6µM*	3µM*	?
COC(=O)/C=C/c1ccccc1S(=O)(=O)N(Cc1ccccc1)Cc1ccco1	-1%	50µM*	-21%&10%	9%[12.7 µM]	-23%	-18%&-5%	-3%&13%	-6%&-8%	-2%&-11%

The list is partial; the hit share may differ from the screen's.
